Wnt act: activates Wnt/beta-catenin signaling in a reporter cell assay; 300,000 compounds, 1.2% hits; activator, plate reader; activation, % at 9.35 µM; in the data active = activation above about 30%, passing the limit was not always enough; inconclusive = no clear call, values can overlap the other calls;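 note: 0% = neutral control wells and 100% = positive control wells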
MITF act: activators of MITF-driven TRPM1 promoter activity in SK-MEL-5 cells | SK-MEL-5 TRPM1-promoter luciferase, 24 h; % of positive control, neutral wells = 0 | activation, % at 12.5 µM | 300,000 compounds, 0.75% hits;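 active = mean activation of at least 80% with every replicate also reaching 80%; inconclusive = mean reaches 80% but some replicate falls short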;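 note: 0% = neutral control wells and 100% = parthenolide positive control wells; values of inactives mirror those of a sister screen read the other way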
PvdQ acylase: P. aeruginosa PvdQ acylase inhibition. purified PvdQ acylase, fluorescence plate reader. inhibition, % at 10 µM. 340,000 compounds, 0.063% hits; in the data active = inhibition above about 30%, passing the limit was not always enough; inconclusive = no clear call, values can overlap the other calls;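 note: 0% = vehicle neutral wells and 100% = reference inhibitor wells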
cardiac RTF act: cardiac RTF calcium sensitization | activation, % at 7.2 µM | 340,000 compounds, 0.24% hits | IANBD-labeled TnC RTF fluorescence at EC20 calcium; 0% EC20 calcium, 100% full calcium;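 active = activation above the mean over all tested compounds plus 3 SD, cut at about 30% in these data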;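 note: rise in fluorescence read as greater calcium sensitivity of cardiac thin filaments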
CDK5 inh: CDK5/p35 (human) kinase inhibition; Recombinant CDK5/p35, ADP-Glo luminescence, 60 min; inhibition, % at 10 µM; 330,000 compounds, 0.01% hits; AID 488839;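 active = highest replicate inhibition of at least 50% and at least 75% of replicates reaching 50%; inconclusive = only one of the two criteria met; inactive = both criteria failed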;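 note: plate controls were DMSO neutral control for no effect and GW8510 at 10 µM for full effect; many of its hits are not listed in these tables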
SR-BI HDL uptake: blocks mouse SR-BI lipid uptake from DiI-HDL. ldlA[mSR-BI] CHO cells, DiI-HDL uptake fluorescence, 3 h. 320,000 compounds, 0.96% hits. AID 488896. Q61009. inhibition, % at 12.5 µM;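 active = mean replicate inhibition of at least 70% and a set share of replicates each scoring 70 or more; inconclusive = meets just one of the two criteria; inactive = fails both criteria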;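 note: 0% = median of neutral control wells and 100% = median of positive control wells; values of inactives mirror those of a sister screen read the other way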
Rtt109 Vps75: blocks Candida albicans Rtt109/Vps75 acetyltransferase activity. inhibition, % at 34.9 µM. AID 540336. purified Rtt109/Vps75, ThioGlo CoA-SH fluorescence, 4 h. 330,000 compounds, 0.16% hits. Q5AAJ8;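 active = inhibition of at least 50% in every replicate; inconclusive = best replicate reaches 50% inhibition but some replicates fall short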
Target sequence (Q5AAJ8 whole entry, looked up): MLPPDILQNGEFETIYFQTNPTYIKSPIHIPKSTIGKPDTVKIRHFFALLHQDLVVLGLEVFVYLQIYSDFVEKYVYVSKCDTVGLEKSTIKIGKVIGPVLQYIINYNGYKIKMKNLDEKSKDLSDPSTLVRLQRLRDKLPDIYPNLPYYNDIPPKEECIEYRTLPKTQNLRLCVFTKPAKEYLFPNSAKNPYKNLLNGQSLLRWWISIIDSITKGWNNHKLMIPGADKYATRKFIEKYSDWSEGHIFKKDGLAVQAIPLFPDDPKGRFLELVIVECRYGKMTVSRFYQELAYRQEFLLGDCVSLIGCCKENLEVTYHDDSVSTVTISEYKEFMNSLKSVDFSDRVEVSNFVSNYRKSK
SR-BI uptake up: enhances SR-BI lipid uptake from DiI-HDL | activation, % at 12.5 µM | 320,000 compounds, 0.096% hits | CHO ldlA[mSR-BI] cells, DiI-HDL uptake fluorescence, 3 h; 100 = double the neutral-control signal;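 active = mean replicate activation of at least 60% and every replicate at or above 60%; inconclusive = mean or all-replicate condition met, but not both; inactive = mean below 60% and not all replicates reaching 60%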;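 note: 0% = median plate neutral-control signal and 100% = twice that signal; values of inactives mirror those of a sister screen read the other way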
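Assay system: LDL receptor-deficient CHO ldlA cells overexpressing murine SR-BI / Medium: BSA-supplemented, HEPES-buffered Ham's F12, pH 7.4 / Probe or stimulus: DiI-labelled HDL at 10 µg/mL final / Timing: compound with DiI-HDL co-incubation, 3 h at 37 °C / Technique: bottom-read cell fluorescence after medium removal, ex 550/em 595 nm / Measure: HDL uptake via cellular fluorescence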
dFosB activator: mouse delta FosB homodimer activation. 340,000 compounds, 0.99% hits. P13346. purified delta FosB, TAMRA-CDK5 oligo fluorescence polarization; percent of positive-control signal above neutral wells. AID 493131. activation, % at 25 µM;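 active = mean activation above about 17%, with every replicate also reaching it, limit read from the data, passing the limit was not always enough; inconclusive = only one of the two conditions met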;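 note: fluorescence polarization rise as delta FosB binds a TAMRA Cdk5 AP-1 oligo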
Target sequence (P13346 whole entry, looked up): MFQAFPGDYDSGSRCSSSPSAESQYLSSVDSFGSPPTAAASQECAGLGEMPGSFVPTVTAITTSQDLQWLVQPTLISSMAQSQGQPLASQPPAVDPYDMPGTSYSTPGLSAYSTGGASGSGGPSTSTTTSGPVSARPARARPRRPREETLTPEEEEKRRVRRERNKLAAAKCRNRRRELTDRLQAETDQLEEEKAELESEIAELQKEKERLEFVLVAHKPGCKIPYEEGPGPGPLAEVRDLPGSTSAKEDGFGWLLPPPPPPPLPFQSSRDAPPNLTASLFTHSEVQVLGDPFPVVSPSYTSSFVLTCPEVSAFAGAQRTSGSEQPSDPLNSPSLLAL
HTR5A ag ctr: HTR5A agonism, opioid heterodimer counter-screen; AID 504692; HTR5A agonist assay, luminescence, cell-based; 340,000 compounds, 0.61% hits; activation, % at 9.3 µM; P47898; in the data active = activation mostly above about 9.5%, no sharp cut-off; inactive = mostly below about 7.6%;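 note: 0% = cells with vehicle only and 100% = reference agonist; strong numbers were not always called active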
Target sequence (P47898 whole entry, looked up): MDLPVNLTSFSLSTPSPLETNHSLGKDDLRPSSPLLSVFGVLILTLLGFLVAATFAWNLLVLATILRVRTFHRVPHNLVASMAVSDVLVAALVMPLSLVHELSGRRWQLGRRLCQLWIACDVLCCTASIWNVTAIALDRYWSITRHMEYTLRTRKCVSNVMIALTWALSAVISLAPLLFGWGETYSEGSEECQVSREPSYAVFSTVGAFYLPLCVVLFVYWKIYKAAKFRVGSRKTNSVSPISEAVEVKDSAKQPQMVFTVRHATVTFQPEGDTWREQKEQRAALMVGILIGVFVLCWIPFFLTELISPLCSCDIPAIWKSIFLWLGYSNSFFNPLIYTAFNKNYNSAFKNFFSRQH
* marks the source's active call; other numbers are inactive results; u = inconclusive; x = not tested or not shown.

Results follow in this order: Wnt act, MITF act, PvdQ acylase, cardiac RTF act, CDK5 inh, SR-BI HDL uptake, Rtt109 Vps75, SR-BI uptake up, dFosB activator, HTR5A ag ctr
CC(=NCCc1ccccc1)C1=C(O)COC1=O
  -0.3, x, 7.0, -4.0, 0.0, -31.2, 22.0, 31.2, -2.9, 0.3
O=C(CN1CCN(c2ccccc2)CC1)N1CCc2[nH]c3ccccc3c2C1
  0.9, -3.7, -16.0, 2.2, 1.8, 49.5, 0.9, -49.5, -4.1, -3.0
C=CCNC(=O)c1ccc(C2SCC(=O)N2Cc2ccccc2)cc1 (stereo not drawn)
  -1.2, 6.9, -4.9, -5.4, 0.3, -9.9, -7.8, 9.9, -6.0, 8.7
Cc1cc(/C=C2\SC(=S)NC2=O)cc(C)c1O
  2.2, -2.5, -2.4, 1.6, -0.4, -7.1, -8.1, 7.1, 5.8, -4.8
O=C(Nn1cnc2ccccc2c1=O)c1ccc([N+](=O)[O-])cc1Cl
  -3.3, 4.0, -2.9, 2.8, 1.1, -17.8, 7.7, 17.8, -1.2, -3.0
NS(=O)(=O)c1ccc(NC(=O)COC(=O)c2cn(-c3ccccc3)nc2-c2ccc(F)cc2)cc1
  x, 4.0, 4.4, -2.9, -1.1, 0.3, 3.8, -0.3, u, 11.7*
CC(=O)Nc1ccc(/C(C)=N/NC(=O)c2ccc(CN3CCOCC3)cc2)cc1
  0.8, -7.9, -2.7, 3.5, -0.3, 37.5, -7.6, -37.5, -5.7, -2.8
CC(=O)N1CCN(S(=O)(=O)c2cccc(C(=O)NNC(=O)Cn3nc(C)cc3C)c2)CC1
  0.1, 4.6, -19.5, 1.8, -4.1, -8.4, -2.0, 8.4, 0.0, 2.6
CC(=O)OCC(=O)C1(O)CCC2C3CC(F)C4=CC(=O)CCC4(C)C3C(=O)CC21C (stereo not drawn)
  -0.9, 9.1, -5.7, -1.4, 0.1, -13.5, -8.0, 13.5, -2.3, 4.6
CCOC(=O)c1c(NC(=O)COC(=O)CCNS(=O)(=O)c2ccccc2)sc(C(=O)N(C)C)c1C
  1.0, 3.3, -3.8, 1.7, 0.2, 18.3, 1.8, -18.3, 1.3, 2.2
CCOc1ccc(S(=O)(=O)Nc2ccccc2C(=O)N2CCCC2)cc1
  -2.1, -6.9, -8.6, 5.8, 1.2, -7.7, -8.9, 7.7, -3.1, -3.2
COc1ccc(NC(=O)CN2C(=O)NC(C)(C3CCCCC3)C2=O)c(OC)c1 (stereo not drawn)
  -1.0, 3.8, -6.4, -3.0, 0.4, 1.1, -2.7, -1.1, -6.2, -2.1
O=C1CCCCC1Sc1ccc(Cl)cc1[N+](=O)[O-] (stereo not drawn)
  11.1, -8.6, 11.9, -6.0, 1.2, -21.0, 13.8, 21.0, -5.5, -2.1
CC(=O)N(C(C)=O)N1C(=O)/C(=C/c2ccc(Cl)cc2)SC1=S
  x, -5.3, -3.6, 6.0, -3.5, -22.0, 4.5, 22.0, -3.4, 0.2
CCCC(C(=O)NC1CCCC1)N(CCN(CC)CC)C(=O)c1snc(C(N)=O)c1N (stereo not drawn)
  -2.6, -0.5, 5.0, -6.6, -2.7, x, 6.0, x, -3.2, -6.9
CCOC(=O)CNC(=S)N(CCCN1CCCCC1)Cc1cccs1
  -6.6, 6.2, -1.4, 2.6, -0.4, -17.7, -2.5, 17.7, -9.0, 4.1
CC1(c2nnc(-c3cccc(Cl)c3)o2)CC(c2cccc([N+](=O)[O-])c2)=NO1 (stereo not drawn)
  -2.2, -1.6, -11.9, -3.5, -0.4, 5.4, -1.4, -5.4, -6.5, 0.4
CCCC1=Nc2cc(C(=O)NCCCN3CCOCC3)ccc2Sc2ccccc21
  -1.9, -2.6, -9.7, -3.8, x, -32.8, -7.2, 32.8, -2.2, 2.0
Cc1cc(N/N=C2/CCCc3ccccc32)nc2ccccc12
  9.7, 44.9, -0.4, 2.6, 0.6, 11.8, 2.6, -11.9, 1.6, 3.4
COc1cc(NC(=O)c2ccccc2)c(OC)cc1NC(=O)CN1C(=O)NC2(CCCCC2C)C1=O (stereo not drawn)
  2.3, -8.9, -9.7, 3.2, 0.1, 30.0, 2.6, -30.0, -10.3, 3.8

(more compounds)
Results follow in this order: Wnt act, MITF act, PvdQ acylase, cardiac RTF act, CDK5 inh, SR-BI HDL uptake, Rtt109 Vps75, SR-BI uptake up, dFosB activator, HTR5A ag ctr
Nc1cc(=O)[nH]c(SCC(=O)Nc2cc(S(=O)(=O)N3CCCCC3)ccc2Cl)n1
  -1.2, -5.8, 6.3, -3.0, -1.8, 7.4, 10.9, -7.4, 5.3, 2.5
O=C(O)CCCNC(=O)c1ccc(NC(=O)Cc2ccc(Cl)cc2)cc1
  -1.6, 6.9, -14.9, 5.3, -3.0, -3.2, -1.6, 3.2, -13.7, -3.3
CC(=O)Oc1cc2c(cc1Cl)C1(CC(c3ccccc3Cl)O2)CC(C)(C)NC(=S)N1 (stereo not drawn)
  -3.8, x, -14.7, 1.6, 0.6, 44.0, 19.2, -44.0, -3.9, -4.7
O=C(O)c1cc(S(=O)(=O)NCCCN2CCCC2=O)ccc1Cl
  -2.7, 1.4, -16.1, 3.2, -1.5, -11.1, -3.2, 11.1, 7.1, 0.1
Cc1ccc(N2C(=O)C(Cl)=C(Nc3c(C)n(C)n(-c4ccccc4)c3=O)C2=O)cc1
  x, -0.7, -8.6, -0.7, -0.4, -44.3, 3.4, 44.3, -3.6, 2.1
Cc1ccc(OCc2cc(C(=O)NC3CCOC3)no2)cc1C (stereo not drawn)
  4.9, 22.8, 2.3, 3.0, 0.1, -10.4, 4.0, 10.4, -1.6, -5.1
CCOC(=O)Cc1[nH]nc2c1C(c1cccc(OC)c1OC)C(C#N)=C(N)O2 (stereo not drawn)
  x, x, 0.0, -1.3, -0.5, 4.9, -1.5, -4.9, -3.4, 3.5
N#C/C(=C\c1ccc(-c2ccc(Br)cc2)o1)C(=O)NCCc1c[nH]c2ccccc12
  1.9, -1.1, -3.5, 0.5, -0.2, 37.7, -6.2, -37.7, -2.1, 3.1
CN(C)c1cccc(C(=O)OCC(=O)N(Cc2ccccc2)C2CCS(=O)(=O)C2)c1 (stereo not drawn)
  -1.8, 5.7, 1.2, -3.6, 0.8, 8.8, -4.9, -8.8, 0.4, 0.7
COCCNC(=O)c1onc(CS(=O)(=O)c2cc(C)cc(C)c2)c1C(=O)NCCOC
  0.0, 16.8, -8.6, 5.7, 0.3, -10.1, -14.6, 10.1, -0.4, -2.7
CS(=O)(=O)NCCC1=CCCCC1
  0.2, x, -6.7, -4.3, -3.4, 5.6, 12.9, -5.6, -5.4, 2.7
CC(NCCOc1ccccc1F)C(=O)Nc1ccc(S(N)(=O)=O)cc1 (stereo not drawn)
  1.5, -5.0, -4.3, 0.3, -3.1, -10.0, 9.9, 10.0, -13.0, -0.4
CC(NC(=O)C(=O)N1CCCCC1)C(c1cccs1)N1CCN(c2ccccc2F)CC1 (stereo not drawn)
  0.6, 0.4, 5.1, -8.0, 1.2, -4.0, 22.7, 4.0, -13.9, 0.6
Cc1ccsc1-c1nc(CN2C[C@@H](C)O[C@@H](C)C2)c(C)o1
  -1.9, -4.2, -3.7, 2.6, -1.0, 11.0, -3.5, -11.0, -4.3, 1.5
CC1CCCC(C)N1/N=C/c1ccccc1Br (stereo not drawn)
  -3.4, x, 8.4, -2.7, 1.8, -3.2, 1.9, 3.2, -0.3, -2.7
COc1ccc(S(=O)(=O)N(C)C[C@H]2Oc3ccc(NC(=O)c4ccncc4)cc3C(=O)N([C@H](C)CO)C[C@@H]2C)cc1
  -3.3, 3.9, -12.1, -4.7, -2.4, -8.0, -7.5, 8.0, -1.1, 4.0
Cc1ccc(CN2CCSc3ccc(C(=O)NCCCN4CCOCC4)cc32)cc1
  -3.7, 17.1, -11.6, 1.0, 1.1, 14.5, -61.7, -14.5, -15.2, 2.0
Cc1cc(-c2cccs2)c2c(n1)sc1c(=O)[nH]c(=O)[nH]c12
  x, 8.0, 7.2, 4.6, 1.0, -0.2, 22.1, 0.2, -21.6, 2.1
CCOC(=O)/C(C#N)=C1/SC(CCO)C(=O)N1c1ccccc1 (stereo not drawn)
  x, -1.9, -5.8, -3.5, 13.8, -13.0, -17.9, 13.0, 6.7, 2.5
Cc1ccc(N(C)S(=O)(=O)c2cccc(C(=O)N(C)Cc3cnn(-c4ccccc4)c3)c2)cc1
  -2.4, -8.5, -0.2, -7.8, -1.3, -14.9, 8.9, 14.9, -8.8, 1.5

Reformatted: results already given.
| SMILES | Wnt act | MITF act | PvdQ acylase | cardiac RTF act | CDK5 inh | SR-BI HDL uptake | Rtt109 Vps75 | SR-BI uptake up | dFosB activator | HTR5A ag ctr |
| --- | --- | --- | --- | --- | --- | --- | --- | --- | --- | --- |
| CC1CCCC(C)N1/N=C/c1ccccc1Br (stereo not drawn) | -3.4 | x | 8.4 | -2.7 | 1.8 | -3.2 | 1.9 | 3.2 | -0.3 | -2.7 |
| COc1ccc(S(=O)(=O)N(C)C[C@H]2Oc3ccc(NC(=O)c4ccncc4)cc3C(=O)N([C@H](C)CO)C[C@@H]2C)cc1 | -3.3 | 3.9 | -12.1 | -4.7 | -2.4 | -8.0 | -7.5 | 8.0 | -1.1 | 4.0 |

(further entries)
Results follow in this order: Wnt act, MITF act, PvdQ acylase, cardiac RTF act, CDK5 inh, SR-BI HDL uptake, Rtt109 Vps75, SR-BI uptake up, dFosB activator, HTR5A ag ctr
O=C(COC(=O)CCC1CCCC1)Nc1ccccc1Sc1ccccc1
  -4.1, 8.8, -16.7, 9.6, -2.8, 3.6, -4.6, -3.6, -0.3, -0.2
CCOc1ccc(C(C)NC(=O)C2CCCC2)cc1 (stereo not drawn)
  -1.7, 1.1, -7.9, -3.0, 2.1, -24.5, 5.7, 24.5, 0.9, -1.8
COc1ccc2c(c1)C1C=CCC1C(c1cc3c(cc1Br)OCO3)N2 (stereo not drawn)
  x, x, -1.5, 1.1, -0.9, 6.5, x, -6.5, -1.8, -1.1
Cn1c(CSCC(=O)Nc2ccccc2)nnc1SCc1ccccc1
  -3.8, -4.2, 2.2, -4.2, -1.6, -8.7, -7.9, 8.7, 0.8, -0.5
COc1cc(C(=O)NC(=S)N2CCCCCC2)cc(OC)c1OC
  0.2, -3.7, -7.6, -1.4, -0.5, -8.8, -2.8, 8.8, 1.2, 0.8
COC(=O)[C@H]1C[C@H](C(=O)O)[C@@H](C)C1(C)C
  -0.6, -0.8, 2.8, 2.0, -0.9, -35.5, 2.9, 35.5, 3.5, -4.0
